4MU fluor – qHTS Assay for Spectroscopic Profiling in 4-MU Spectral Region. compound autofluorescence, 340/450 nm, 4-MU equivalents; stronger effect = higher value. max dye-equivalent concentration, M. actives 11% (n = 59,000). AID 589, 2007; in the data active means max dye-equivalent concentration above about 10 nM; inconclusive means mostly about 1.1 nM to 9.6 nM
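Intrinsic fluorescence at 340/450 nm (ex/em) was read after 15 min at room temperature in pH 8.0, 100 mM Tris. Each compound concentration expressed as 4-MU-equivalent concentration from a six-point 4-MU standard series on each plate.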
USP2a inh – qHTS Assay for Inhibitors of Ubiquitin-specific Protease USP2a | Ubiquitin carboxyl-terminal hydrolase 2 (Homo sapiens), O75604 | USP2a enzymatic assay, qHTS inhibition | Potency, µM (doses to about 38.3 µM), inactives show at the highest dose activity change, negative = inhibition, actives largely listed as inhibitors | actives 0.1% (n = 60,000) | AID 927, 2007;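 further: potency means the concentration at half of the fitted maximal effect; nearly all actives have a fitted effect of over 60% in size; plate controls were DMSO for no effect and NEM full inhibition control for full effect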
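20 nM USP2 core + cpd, 30 min RT; add 20 nM Ub-PLA2/20 uM NBD C6-HPC; read Ex460/Em535 at 0 h and 2.5 h. Normalized to NEM; qHTS curve fit/classification.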
A350 fluor – qHTS Assay for Spectroscopic Profiling in A350 Spectral Region. Compound autofluorescence, 340/450 nm, Alexa 350 dye-equivalents; stronger effect = higher value. max dye-equivalent concentration, M. actives 11% (n = 59,000); in the data active means max dye-equivalent concentration above about 10 nM; inconclusive means mostly about 1.1 nM to 9.6 nM
HEK293 cAMP ctrl – qHTS Assay for Agonists of the Thyroid Stimulating Hormone Receptor: Activators of Intracellular cAMP Concentrations in Parental HEK 293; parental HEK293 CNG cAMP sensor, membrane potential fluorescence; Potency, µM (series often up to 57.1 µM), for the others: at the highest dose activation, usual class: activators; actives 2.5% (n = 73,000); AID 938, 2007; further: potency means the concentration at half of the fitted maximal effect; % of control where 0% means no effect; nearly all actives have a fitted effect of over 55% in size
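Counterscreen for endogenous-receptor signalling: CNG-channel HEK 293 cells report cAMP rise by membrane depolarization. After 60 min dye equilibration with 100 uM RO 20-1724, compounds incubated 30 min before bottom-read fluorescence at 590 nm.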
TexasRed autofl – qHTS Assay for Spectroscopic Profiling in Texas Red Spectral Region; Compound fluorescence, Texas Red channel, 547/618 nm; stronger effect = higher value; max dye-equivalent concentration, M; AID 587, 2007; actives 0.06% (n = 59,000); in the data active means max dye-equivalent concentration above about 10 nM; inconclusive means between about 1.1 nM and that limit
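Fluorescence at ex 547/em 618 nm, normalized against an on-plate Texas Red standard series to give dye-equivalent concentration per compound concentration. Buffer 100 mM Tris, pH 8.0; 15 min RT incubation before CCD imaging.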
Rhodamine fluor – qHTS Assay for Spectroscopic Profiling in Rhodamine Spectral Region | Rhodamine-region fluorescence, 547/598 nm, Tris buffer; stronger effect = higher value | max dye-equivalent concentration, M | actives 0.05% (n = 59,000); in the data active means max dye-equivalent concentration above about 11 nM; inconclusive means between about 1.1 nM and that limit
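qHTS spectral profiling of compounds without any target or enzyme present, in pH 8.0 Tris buffer; plates were read after a 15-minute room-temperature incubation using the rhodamine-region filter set.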
Caspase-7 inhib – qHTS Assay for Allosteric/Competitive Inhibitors of Caspase-7; recombinant caspase-7, Ac-DEVD-AFC fluorescence rate; AID 889, 2007; P55210; Potency, µM (titrated, usually from 57.5 µM), for the others: at the top dose activity change, negative = inhibition, most hits filed as inhibitors; actives 0.02% (n = 75,000); active means well fitted inhibition curve with a large enough effect in the main read-out, with a control signal flat, not every such curve was filed as active; inconclusive means small, poorly fitted or top-dose-only effect, or a change in a side signal; further: potency means the concentration at half of the fitted maximal effect; % of control where 0% means no effect
Target sequence (P55210 24-198 limits assumed): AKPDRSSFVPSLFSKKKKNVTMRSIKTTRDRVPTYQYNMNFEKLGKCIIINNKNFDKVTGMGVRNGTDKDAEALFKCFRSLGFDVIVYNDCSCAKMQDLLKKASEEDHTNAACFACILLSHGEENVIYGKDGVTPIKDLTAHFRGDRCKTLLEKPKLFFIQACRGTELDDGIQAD
Target sequence (P55210 207-303 limits assumed): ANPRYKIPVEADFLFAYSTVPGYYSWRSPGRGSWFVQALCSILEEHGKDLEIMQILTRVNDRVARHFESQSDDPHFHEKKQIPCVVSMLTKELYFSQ
BRCT PPI green – qHTS Assay for Inhibitors of BRCT-Phosphoprotein Interaction (Green Fluorophore); BRCA1 BRCT-phosphopeptide binding, green fluorescence polarization; Potency, µM (titrated, usually from 76.9 µM), for the others: at the highest dose activity change, negative = inhibition, actives largely listed as inhibitors; Breast cancer type 1 susceptibility protein (Homo sapiens), P38398; actives 0.05% (n = 75,000); AID 875, 2007;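 further: potency means the concentration at half of the fitted maximal effect; plate controls were peptide without protein for full effect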
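Compounds were incubated for 12 min at room temperature with a complex of 100 nM fluorescein-tagged pBACH1 decapeptide and 250 nM His-tagged BRCT protein. Buffer was phosphate pH 7.3 with EDTA, DTT and Tween 20. Disruption of binding lowers the polarization signal.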
Fluorescein autfl – qHTS Assay for Spectroscopic Profiling in Fluorescein Spectral Region. Compound autofluorescence, 480/540 nm, fluorescein-equivalent; stronger effect = higher value. max fluorescein-equivalent concentration, M. actives 0.91% (n = 59,000). AID 593, 2007; in the data active means max fluorescein-equivalent concentration above about 10 nM; inconclusive means between about 1.1 nM and that limit
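Autofluorescence profiling; 100 mM Tris, pH 8.0; incubation 15 min at RT; ex/em 480/540 nm; result as fluorescein-equivalent concentration.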
BRCT PPI red – qHTS Assay for Inhibitors of BRCT-Phosphoprotein Interaction (Red Fluorophore) | actives 0.03% (n = 75,000) | Potency, µM (highest dose often 76.9 µM), for inactives: top-dose activity change, negative = inhibition, usual class: inhibitors | BRCT-phosphopeptide binding, red fluorescence polarization; further: on the % scale 0 is the no-effect control and ±100 the full control effect
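Fluorescence polarization: 100 nM His-tagged BRCA1 BRCT with 100 nM TAMRA-labelled phospho-BACH1 decapeptide, phosphate buffer pH 7.3 with 150 mM NaCl, DTT, 0.01% Tween 20; 12 min RT. Binding inhibition seen as FP decrease.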
Caspase-1 inhib – qHTS Assay for Allosteric/Competitive Inhibitors of Caspase-1 | P29466 | Caspase-1 enzyme, Ac-WEHD-AFC fluorogenic rate | Potency, µM (titrated, usually from 57.5 µM), inactives show at the top dose activity change, negative = inhibition, usual class: inhibitors | actives 0.03% (n = 75,000) | AID 900, 2007;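 further: potency means the concentration at half of the fitted maximal effect; plate controls were vehicle for no effect and no substrate for full effect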
Target sequence (P29466 120-297 limits assumed): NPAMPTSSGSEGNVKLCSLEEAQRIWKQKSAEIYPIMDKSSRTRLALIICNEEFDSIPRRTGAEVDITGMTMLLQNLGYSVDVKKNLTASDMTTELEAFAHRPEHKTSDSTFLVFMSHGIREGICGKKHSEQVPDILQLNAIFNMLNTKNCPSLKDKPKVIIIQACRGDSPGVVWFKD
Target sequence (P29466 317-404 limits assumed): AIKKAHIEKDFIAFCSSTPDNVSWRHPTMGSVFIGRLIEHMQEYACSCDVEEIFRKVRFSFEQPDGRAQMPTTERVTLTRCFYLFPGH
Starred values were filed as active, the others as inactive; i = inactive; ? = inconclusive; / = no result given; [ ] = remark or other dose. Unless noted, the call rests on the fitted dose curve; in most records, active means well fitted curve in the direction sought with a large enough effect; inconclusive means small, poorly fitted or top-dose-only effect, or another doubt; inactive means no such curve, though single readings can be large; an effect the other way counts as inactive or inconclusive.

SMILES	4MU fluor	USP2a inh	A350 fluor	HEK293 cAMP ctrl	TexasRed autofl	Rhodamine fluor	Caspase-7 inhib	BRCT PPI green	Fluorescein autfl	BRCT PPI red	Caspase-1 inhib
Cn1cccc1Cc1nnc(SCC(=O)NCCc2ccccc2)n1-c1ccc(F)cc1	/	/	/	11%	/	/	-2%	1.0%	/	-1.2%	0%
Cn1c(COc2ccc3ccccc3c2)nnc1SCC(=O)O	i	-11%	?	7%	?	i	6%	0.2%	i	0.1%	0%
O=C1CC(c2ccco2)CC2=C1C(c1ccccc1)n1nc(C(F)(F)F)nc1N2 (stereo unspecified)	6.5e-07M*	23%	5.6e-07M*	10%	i	i	-18%	2.2%	i	-1.5%	-7%
COCCc1ccc(OCC(O)CNC(C)C)cc1 (stereo unspecified)	i	6%	i	/	i	i	1%	-1.8%[3.08 µM]	?	1.7%	1%
O=C(O)CNS(=O)(=O)c1ccc(F)cc1	/	1%	/	3%	/	/	1%	-2.5%	/	-2.6%	0%
O=C(CSc1nnc(-c2ccncc2)n1Cc1ccco1)OC1CCCCC1	i	12%	?	?	i	i	-1%	1.4%	?	-0.4%	0%
O=C(c1cnccn1)N1CCC2(CC1)CN(Cc1cc(C(F)(F)F)cc(C(F)(F)F)c1)C2	i	40%[activator]	i	26%	i	i	-1%	-0.2%	?	1.9%	-1%
Cc1ccc(C2CC(C(F)(F)F)n3ncc(C(=O)NCc4ccco4)c3N2)cc1 (stereo unspecified)	i	15%	i	15%	i	i	-1%	-3.8%	i	-3.5%	-3%
N#C/C(=C\C1CC=CCC1)c1nc2ccccc2[nH]1 (stereo unspecified)	i	9%	i	?	?	i	-3%	-1.3%	i	-0.9%	-3%
c1ccc(-c2nc(N3CCCCCC3)nc(-n3ccnc3)n2)cc1	i	9%	i	30%	i	i	-1%	1.7%	i	-1.0%	-1%
COc1ccc(-c2nnc3ccc(SCC(N)=O)nn23)cc1OC	i	-2%	i	-3%	i	i	0%	-0.9%	i	-2.3%	2%
COc1cc(C(c2sc3nc(C)nn3c2O)N2CC(C)OC(C)C2)cc(OC)c1OC (stereo unspecified)	/	/	/	4%	/	/	-2%	-0.9%	/	1.1%	-2%
CCOC(=O)N1CCN(C(=O)c2ccc3nc(SCc4ccc(F)cc4)n(C)c3c2)CC1	/	/	/	-5%	/	/	-2%	-0.1%	/	0.6%	-2%
Cc1cccc2cc(C#N)c(SCC(=O)N3CC(=O)Nc4ccccc43)nc12	?	38%[activator]	?	?	i	i	-17%	7.0%	?	0.1%	?
CCSc1nnc(Cc2cc(=O)[nH]c(=O)[nH]2)n1-c1ccc(F)cc1	/	/	/	17%	/	/	2%	1.3%	/	1.0%	-2%
CCn1c(SCCN2CCCCC2)nnc1-c1ccc(S(=O)(=O)N2CCOCC2)cc1	i	-5%	i	-10%	?	i	-1%	-1.0%	i	0.0%	1%
O=C(Nc1ccc(F)cc1F)c1cccnc1	i	/	i	2%	i	i	1%	-0.8%	i	-1.5%	-1%
COc1ccc2ccccc2c1C1CC(=O)N2CN(C)CSC2=C1C#N (stereo unspecified)	?	22%	?	8%	i	i	-7%	-2.2%	i	-0.3%	-7%
CO/N=C(\C(=O)N[C@@H]1C(=O)N2C(C(=O)O)=C(COC(N)=O)CS[C@@H]12)c1ccco1	i	4%[17.1 µM]	i	1%[25.6 µM]	i	i	-1%[25.7 µM]	-0.8%[34.4 µM]	?	1.1%[34.4 µM]	0%[25.7 µM]
O=C(CN1CCN(c2ccccn2)CC1)Nc1ccc(Oc2ccccc2)cc1	i	1%	i	?	i	i	-2%	-2.9%	?	-4.0%	-1%

Molecules shown so far with an NH in an aromatic ring, in the order listed:
SMILES	4MU fluor	USP2a inh	A350 fluor	HEK293 cAMP ctrl	TexasRed autofl	Rhodamine fluor	Caspase-7 inhib	BRCT PPI green	Fluorescein autfl	BRCT PPI red	Caspase-1 inhib
N#C/C(=C\C1CC=CCC1)c1nc2ccccc2[nH]1 (stereo unspecified)	i	9%	i	?	?	i	-3%	-1.3%	i	-0.9%	-3%
CCSc1nnc(Cc2cc(=O)[nH]c(=O)[nH]2)n1-c1ccc(F)cc1	/	/	/	17%	/	/	2%	1.3%	/	1.0%	-2%

Further compounds.
SMILES	4MU fluor	USP2a inh	A350 fluor	HEK293 cAMP ctrl	TexasRed autofl	Rhodamine fluor	Caspase-7 inhib	BRCT PPI green	Fluorescein autfl	BRCT PPI red	Caspase-1 inhib
CCOc1ccccc1NC(=O)CCCc1nc2ccccc2c(=O)[nH]1	i	-2%	?	-6%	?	i	7%	0.9%	i	0.0%	2%
CN1CCN(C(=O)c2ccc(-c3nn(C)c(=O)c4ccccc34)cc2)CC1	i	-1%	?	9%	?	i	2%	-0.5%	i	1.0%	-1%
Cc1nc2ccccc2c2nc3ccccc3n12	/	-8%	/	-9%	/	/	0%	-0.9%	/	-4.6%	-2%
Cc1ccc(NS(=O)(=O)c2ccc(NC(=O)C3CCCO3)cc2)cc1 (stereo unspecified)	i	-4%	i	?	i	i	0%	-0.2%	i	1.3%	0%
Cc1csc(/C(C#N)=N/O)n1	i	0%	i	2%	?	i	-1%	-1.1%	?	0.8%	1%
Cc1ccc2c(c1)[nH]c1c(N3CCN(Cc4ccc5c(c4)OCO5)CC3)ncnc12	i	10%	i	?	i	i	-1%	-1.2%	i	-0.7%	-1%
N#Cc1cccc(NC(=O)N2CCCC3(CCN(C(=O)c4cccc(F)c4)CC3)C2)c1	i	101%[activator]	i	-10%	i	i	-1%	-0.7%	?	-1.1%	2%
CCCCN1CC(O)=C(c2nc3ccccc3[nH]2)C1=N	1.6e-07M*	1%	1.6e-07M*	11%	i	i	-19%	-0.3%	i	-0.5%	-19%
COc1ccc(C2C(C(=O)Nc3ccccn3)=C(C)Nc3ncnn32)c(OC)c1 (stereo unspecified)	/	/	/	1%	/	/	-2%	-1.8%	/	0.0%	1%
N#Cc1ccc(CN2CCN(C(=O)c3ccccc3)CC2)c(Cl)c1	i	11%	i	0%	i	i	-1%	-1.9%	i	-0.6%	0%
CCCc1cc(=O)n2[nH]c(-c3ccc(C)cc3)cc2n1	i	0%	i	?	i	i	1%	0.7%	i	-0.6%	-2%
CCOc1ccc(C2SCC(=O)N2c2c(C)n(C)n(-c3ccccc3)c2=O)cc1 (stereo unspecified)	/	-5%	/	3%	/	/	3%	-2.4%	/	0.5%	-1%
CCC(Sc1nc(=O)cc(N)n1CCc1ccccc1)C(=O)Nc1cc(C)on1 (stereo unspecified)	/	/	/	8%	/	/	-1%	-2.0%	/	-1.6%	-9%
CCOC(=O)N1CCC2(CC1)CC(=O)c1cc(O)ccc1O2	/	/	/	-17%	/	/	-2%	-0.8%	/	0.3%	-2%
Cc1cc(C)nc(N2CCC(C(=O)NCCc3ccc(F)cc3)CC2)n1	i	2%	i	4%	?	i	0%	-3.1%	?	-0.2%	-1%
CCOc1ccccc1C1C(C#N)=C(N)Nc2onc(-c3ccccc3)c21 (stereo unspecified)	i	20%	i	-7%	i	i	-4%	-0.5%	i	0.2%	-2%
COC(=O)Nc1sccc1C(=O)Nc1sccc1C(=O)OC	1.1e-08M*	29%	?	14%	i	i	-3%	5.5%	?	0.6%	-2%
COC(=O)c1[nH]c2ccccc2c1NC(=O)CN1CCCc2ccccc21	i	24%	i	6%	i	i	-2%	2.9%	i	0.6%	-6%
CCc1cc2c(=O)n(N)c(CCC(=O)O)nc2s1	/	-5%	/	0%	/	/	-1%	-3.3%	/	0.0%	0%
Cc1ccc2[nH]c(=O)c(CN(Cc3ccc4c(c3)OCO4)Cc3nnnn3C3CCCC3)cc2c1	i	37%[activator]	i	?	i	i	-13%	1.0%	?	-1.5%	-12%
COC(=O)C1=C(N)Oc2cc(C)n(CCCn3ccnc3)c(=O)c2C1c1ccc(Cl)cc1 (stereo unspecified)	i	33%[activator]	i	5%	?	i	-2%	3.7%	?	1.2%	0%
COc1cc(CN2CCC(C(=O)N3CCCC(C)C3)CC2)cc(Br)c1O (stereo unspecified)	i	2%	i	19%	i	i	1%	-0.3%	?	1.8%	1%
COc1ccc(-c2csc(/C(C#N)=C(\O)CSc3nccn3C)n2)cc1OC	i	-2%	i	9%	?	i	6%	0.6%	i	-1.7%	1%
COC(=O)c1sccc1NC(=O)C1CC2CCC1C2 (stereo unspecified)	i	0%	i	30%	?	i	1%	-0.7%	i	0.8%	-1%
CCCn1c(C)nc2c(NCCCN(CCO)CCO)nc(C)nc21	/	/	/	7%	/	/	2%	0.3%	/	-0.1%	-1%
Cc1cc(O)c(-c2n[nH]c3c2C(c2cccc(O)c2)N(Cc2cccnc2)C3=O)cc1Cl (stereo unspecified)	i	25%	i	-2%	i	i	32µM*	1.1%	i	0.0%	-2%
CCOC(=O)CC(N)c1ccc2c(c1)OCO2 (stereo unspecified)	i	-8%	i	10%	i	i	1%	-1.0%	?	-0.1%	0%
OCCNc1nc(-c2ccccc2)c2ccccc2n1	8.1e-07M*	/	9.3e-07M*	/	?	i	/	/	i	/	/

Assay outcomes: PubChem BioAssay, National Center for Advancing Translational Sciences (NCATS)

The list is partial; rates above refer to the full screens.
